From PubChem
CHRM5 antagonist – antagonists of human muscarinic M5 receptor (CHRM5); 360,000 tested, 0.59% active; AID 624040; inhibition, % at 3 µM; CHO-hM5 cells, Fluo-8 calcium fluorescence, ACh EC80;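 active = inhibition above a per-plate cutoff, the mean of that plate's test compounds plus 3 SD, cut at about 27% in these data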;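 note: 0% = acetylcholine EC80 with DMSO and 100% = DMSO without agonist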
Target sequence (P08912 whole entry, looked up): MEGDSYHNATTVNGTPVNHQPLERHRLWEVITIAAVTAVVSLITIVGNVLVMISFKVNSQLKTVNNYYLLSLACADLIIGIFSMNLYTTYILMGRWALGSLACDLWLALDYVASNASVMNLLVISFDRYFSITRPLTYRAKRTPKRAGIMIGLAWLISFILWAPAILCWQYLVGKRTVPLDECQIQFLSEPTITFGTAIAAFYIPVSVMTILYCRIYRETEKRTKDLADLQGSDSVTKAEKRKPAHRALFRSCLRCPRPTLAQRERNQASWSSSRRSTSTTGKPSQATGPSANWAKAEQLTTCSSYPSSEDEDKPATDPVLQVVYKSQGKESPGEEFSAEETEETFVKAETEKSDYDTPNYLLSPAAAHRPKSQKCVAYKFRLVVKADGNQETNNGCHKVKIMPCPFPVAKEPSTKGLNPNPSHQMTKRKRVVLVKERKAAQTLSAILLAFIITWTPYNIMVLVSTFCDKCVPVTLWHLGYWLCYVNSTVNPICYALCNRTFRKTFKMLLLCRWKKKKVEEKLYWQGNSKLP
CHRM5 agonist – agonists of human muscarinic M5 receptor (CHRM5). P08912. CHO-K1 hM5 cells, Fluo-8 calcium fluorescence; 0% DMSO wells, 100% maximal acetylcholine response. activation, % at 3 µM. 360,000 tested, 0.19% active;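 active = activation above the run's mean over test compounds plus 3 SD, cut at about 23% in these data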;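 note: signal is peak over basal fluorescence ratio across the kinetic read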
CRFR2-BP ag – agonists of human CRF-binding protein/CRF-R2 receptor complex | activation, % at 13.2 µM | HEK293 CRF-R2/CRF-BP, calcium dye fluorescence (FLIPR); percent of saturating CRF peptide response | AID 588473 | 350,000 tested, 0.46% active;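 active = activation of at least 50%, plus an integration ratio under a set limit after plate pattern correction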;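 note: plate controls were neutral control wells without compound for no effect and CRF at EC100 for full effect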
M4 PAM – CHRM4 positive allosteric modulation; P08173; CHO-K1 hM4/Gqi5, Fluo-8 calcium fluorescence, ACh EC20; 0% = ACh EC20, 100% = maximal ACh; activation, % at 3 µM; 360,000 tested, 0.4% active; AID 624126;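 active = activation above its plate's cutoff, the mean activation of sample wells plus 3 SD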; note: some results filed as inactive read as strong as hits
TAAR1 antag – antagonists of human TAAR1; Q96RJ0; CHO RD-HGA16 TAAR1, Fluo-8 calcium fluorescence, antagonist; inhibition, % at 3 µM; 360,000 tested, 1.5% active; AID 624466;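 active = inhibition above a per-plate cutoff, the mean inhibition of test compounds on that plate plus 3 SD, cut at about 49% in these data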;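 note: 0% = DMSO plus EC80 beta-PEA response and 100% = DMSO alone without agonist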
Target sequence (Q96RJ0 whole entry, looked up): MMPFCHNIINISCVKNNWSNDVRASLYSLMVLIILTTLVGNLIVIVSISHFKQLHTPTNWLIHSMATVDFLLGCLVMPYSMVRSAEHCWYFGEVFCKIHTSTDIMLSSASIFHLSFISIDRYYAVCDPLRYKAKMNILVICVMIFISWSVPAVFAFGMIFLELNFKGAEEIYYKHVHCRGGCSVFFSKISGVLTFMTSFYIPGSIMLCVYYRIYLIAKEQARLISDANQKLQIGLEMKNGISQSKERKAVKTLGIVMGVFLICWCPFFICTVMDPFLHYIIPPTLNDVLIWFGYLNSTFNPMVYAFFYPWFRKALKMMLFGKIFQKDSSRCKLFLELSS
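Material: CHO RD-HGA16 cells bearing hTAAR1; compound dosing: one-point dosing, 3 µM nominal final; schedule: dye loading 75 min at 37 °C, then 30 min room temperature; measured by: calcium fluorescence with Fluo-8; control set: vehicle and agonist controls; replication: n of 1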
TAAR1 agonist – human TAAR1 agonism; AID 624467; CHO RD-HGA16 TAAR1, Fluo-8 calcium fluorescence; vehicle wells 0%, saturating PEA agonist 100%; activation, % at 3 µM; 360,000 tested, 0.99% active; Q96RJ0;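 active = activation above the mean activation of all test compounds in the run plus 3 SD, cut at about 38% in these data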
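Repeats: no replicates (n 1) | Material: CHO-derived RD-HGA16 cells with stable Gα16 and human TAAR1 | Technique: Kinetic Fluo-8 calcium fluorescence | Schedule: 17-24 h seeding, 75 min 37 °C dye, 30 min RT | Evaluation: % activation from peak over basal fluorescence ratio, DMSO-to-PEA scaled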
CHRM5 PAM – positive allosteric modulators of human muscarinic M5 receptor. CHO-K1 hM5, Fluo-8 calcium, ACh EC20 PAM; 0% = ACh EC20, 100% = ACh EC100. activation, % at 3 µM. 360,000 tested, 0.3% active. P08912;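 active = activation above the run cutoff, the mean activation of all test compounds plus 3 SD, cut at about 18% in these data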
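Assay system: CHO-K1 hM5 cells / Incubation: Fluo-8 loading 80 min at 37 °C plus 30 min room temperature / Technique: Fluo-8 calcium dye fluorescence, kinetic read / Repeats: single replicate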
CHO-K1 Ca PAM – counter-screen for M1 PAMs: effect in parental CHO-K1 cells; ATP EC20, Fluo-8 calcium fluorescence; 0% at ATP EC20, 100% at ATP max; activation, % at 3 µM; 360,000 tested, 0.02% active; AID 602247;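 active = activation above the run cutoff, the mean activation of all test compounds plus 3 SD, cut at about 40% in these data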;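 note: peak over basal fluorescence ratio in a 140 s read after ATP addition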
CRFBP-R2 block – antagonists of CRF-binding protein/CRF-R2 receptor complex | HEK293 CRF-R2/CRF-BP, CRF-induced calcium fluorescence | inhibition, % at 11.8 µM | 350,000 tested, 0.59% active | AID 588475;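 active = inhibition of the ligand-induced calcium signal above about 50% at the single tested concentration, limit read from the data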
Numbers without * were called inactive; / = not tested or not shown.

Start of the data: the first 14 compounds, ahead of the listing:
SMILES	CHRM5 antagonist	CHRM5 agonist	CRFR2-BP ag	M4 PAM	TAAR1 antag	TAAR1 agonist	CHRM5 PAM	CHO-K1 Ca PAM	CRFBP-R2 block
COCCN1C(=O)c2ccccc2C(C(=O)NCc2ccco2)C1c1c[nH]c2ccccc12 (stereo unspecified)	3.2	-2.5	-0.1	2.8	-3.1	10.7	-0.5	20.4	6.2
CC1CCN(C(=O)c2[nH]cnc2C(=O)Nc2ccon2)CC1	1.1	6.6	-0.4	5.6	-2.6	7.1	-0.2	-1.7	-5.1
COc1ccc(N2CCN(C(=O)NCc3cccc(OC)c3)CC2)cc1	14.0	0.3	0.1	3.0	5.4	2.9	-3.3	3.4	13.4
O=S(=O)(CCN1C=CC(C(F)(F)F)=NCC1)c1ccc(F)cc1	1.5	1.3	3.0	-2.5	5.3	1.4	5.2	18.9	0.8
O=C1N=C(N2CCCC2)S/C1=C\c1ccccc1	-11.8	-9.5	-0.9	3.1	8.5	1.1	12.3	10.3	3.5
COc1ccc(C(=O)NCCNC(=O)c2ccc(C)nc2)cc1	8.0	-2.6	-0.9	2.6	-11.0	1.3	2.8	7.6	-0.1
Cc1csc(OCC(=O)Nc2ccc(C)c(C)c2)n1	10.6	-1.7	-4.7	-1.1	-16.3	2.2	0.6	14.7	33.0
c1csc(-c2csc(-c3cccs3)n2)c1	3.6	-1.9	-0.7	7.3	8.2	1.1	-4.0	7.3	6.9
COc1ccc(C(=O)NNC(=O)c2ccc(S(=O)(=O)N3CCOCC3)cc2)cc1	8.2	-2.0	1.1	7.3	-2.4	2.9	9.3	4.0	-6.3
CC(CCc1ccccc1)NC(=O)CCN1N=C(c2ccccc2)CCC1=O (stereo unspecified)	6.1	-1.8	-1.9	6.1	-9.9	-1.3	1.6	-7.9	-1.8
COC(=O)c1ccccc1N(Cc1ccccc1)S(C)(=O)=O	-0.5	1.0	2.3	6.2	5.2	13.6	0.9	13.7	0.7
COc1ccc(N2C(=O)C(Cl)=C(Nc3ccccc3O)C2=O)cc1	1.3	0.6	-0.9	-2.1	49.1*	11.1	-9.5	9.5	6.1
O=C(CCN1C(=O)/C(=C/c2ccc(F)cc2)SC1=S)NCCCn1ccnc1	3.5	-2.8	-0.6	-5.4	-3.6	5.1	-1.3	2.7	-3.6
CCOC(=O)CSc1nnc(CNC(=O)c2ccc(OC)cc2)n1Cc1ccccc1	1.5	1.0	-0.7	1.9	-19.5	8.5	1.1	7.7	-8.5

The listing, from the start:
SMILES	CHRM5 antagonist	CHRM5 agonist	CRFR2-BP ag	M4 PAM	TAAR1 antag	TAAR1 agonist	CHRM5 PAM	CHO-K1 Ca PAM	CRFBP-R2 block
COCCN1C(=O)c2ccccc2C(C(=O)NCc2ccco2)C1c1c[nH]c2ccccc12 (stereo unspecified)	3.2	-2.5	-0.1	2.8	-3.1	10.7	-0.5	20.4	6.2
CC1CCN(C(=O)c2[nH]cnc2C(=O)Nc2ccon2)CC1	1.1	6.6	-0.4	5.6	-2.6	7.1	-0.2	-1.7	-5.1
COc1ccc(N2CCN(C(=O)NCc3cccc(OC)c3)CC2)cc1	14.0	0.3	0.1	3.0	5.4	2.9	-3.3	3.4	13.4
O=S(=O)(CCN1C=CC(C(F)(F)F)=NCC1)c1ccc(F)cc1	1.5	1.3	3.0	-2.5	5.3	1.4	5.2	18.9	0.8
O=C1N=C(N2CCCC2)S/C1=C\c1ccccc1	-11.8	-9.5	-0.9	3.1	8.5	1.1	12.3	10.3	3.5
COc1ccc(C(=O)NCCNC(=O)c2ccc(C)nc2)cc1	8.0	-2.6	-0.9	2.6	-11.0	1.3	2.8	7.6	-0.1
Cc1csc(OCC(=O)Nc2ccc(C)c(C)c2)n1	10.6	-1.7	-4.7	-1.1	-16.3	2.2	0.6	14.7	33.0
c1csc(-c2csc(-c3cccs3)n2)c1	3.6	-1.9	-0.7	7.3	8.2	1.1	-4.0	7.3	6.9
COc1ccc(C(=O)NNC(=O)c2ccc(S(=O)(=O)N3CCOCC3)cc2)cc1	8.2	-2.0	1.1	7.3	-2.4	2.9	9.3	4.0	-6.3
CC(CCc1ccccc1)NC(=O)CCN1N=C(c2ccccc2)CCC1=O (stereo unspecified)	6.1	-1.8	-1.9	6.1	-9.9	-1.3	1.6	-7.9	-1.8
COC(=O)c1ccccc1N(Cc1ccccc1)S(C)(=O)=O	-0.5	1.0	2.3	6.2	5.2	13.6	0.9	13.7	0.7
COc1ccc(N2C(=O)C(Cl)=C(Nc3ccccc3O)C2=O)cc1	1.3	0.6	-0.9	-2.1	49.1*	11.1	-9.5	9.5	6.1
O=C(CCN1C(=O)/C(=C/c2ccc(F)cc2)SC1=S)NCCCn1ccnc1	3.5	-2.8	-0.6	-5.4	-3.6	5.1	-1.3	2.7	-3.6
CCOC(=O)CSc1nnc(CNC(=O)c2ccc(OC)cc2)n1Cc1ccccc1	1.5	1.0	-0.7	1.9	-19.5	8.5	1.1	7.7	-8.5
CCCCOc1ccc(-c2nnn(CC(=O)NCCc3c[nH]c4ccccc34)n2)cc1	3.2	2.3	3.6	-0.7	5.6	1.9	-3.4	10.8	-48.1
O=C(Nc1ccc(OCc2ccccc2)cc1)Nc1ccccc1C(=O)NCCCN1CCOCC1	-0.9	-2.9	-2.1	-5.5	10.1	4.5	1.9	10.5	29.7
N#CC1=C(N)OC2=C(C(=O)CCC2)C1c1ccsc1 (stereo unspecified)	-2.8	0.4	0.2	2.2	-8.7	4.4	4.4	7.4	-11.2
C[C@@]12C(=O)Nc3ccc(F)cc3C(=O)N1[C@H]1c3cc(Cl)ccc3OC[C@@H]1[C@@H]2c1ccccc1	-2.5	-3.0	2.5	-10.5	6.5	1.4	-18.7	22.2	14.2
COC(=O)c1cccc(N(C(=O)c2ccco2)C(C(=O)NC2CCCC2)c2ccc(N3CCOCC3)cc2)c1 (stereo unspecified)	11.4	-2.2	-0.5	-0.8	-15.4	3.4	-4.0	22.8	-8.1
O=C(NC1CCS(=O)(=O)C1)C1C2CC3CC(C2)CC1C3 (stereo unspecified)	8.2	3.5	-2.1	0.0	-13.2	1.1	2.3	-14.0	-2.2
NC(=O)c1ccc(C2SCC(=O)N2Cc2ccccc2)cc1 (stereo unspecified)	0.6	-10.2	-2.2	5.2	1.7	9.9	-3.4	24.2	78.1*
CCOC(=O)c1c(NC(=O)CSc2nc3ccccc3o2)sc(C(C)=O)c1C	6.4	1.2	8.9	-5.0	-3.7	2.6	-7.5	16.2	-4.9
Cc1cc(C)nc(N/C(=N\S(=O)(=O)Cc2ccccc2)Nc2ccc(F)c(Cl)c2)n1	0.3	-0.1	16.2	0.3	8.7	8.4	-4.5	1.9	5.4
O=C(Cn1nnc(-c2ccccc2Cl)n1)N/N=C/c1ccc(-c2cccc(Cl)c2)o1	-6.1	-2.1	2.3	-0.3	-4.3	0.4	8.0	26.0	-26.1
Cc1noc(C)c1NC(=O)Nc1cccc2c1O[C@H](CN(C)S(=O)(=O)c1c(C)noc1C)[C@@H](C)CN([C@H](C)CO)C2=O	13.2	2.5	0.6	6.7	-3.4	4.1	-3.7	-7.3	5.1
NC(c1csc(NC(=O)Nc2ccccc2Cl)n1)C1CCCCC1 (stereo unspecified)	3.9	1.0	/	3.6	-15.1	13.8	3.1	-1.8	/
CC1=C(C(=O)OCc2ccccc2)C(c2ccc(C#N)cc2)NC(=O)N1CCCC(=O)O (stereo unspecified)	4.2	0.7	3.3	14.9	2.0	-0.1	7.9	13.3	0.5
NC(=O)c1ccc(-c2noc(-c3cccc(Cl)c3)n2)cc1	1.9	2.3	1.2	7.0	12.1	16.5	7.9	-7.5	0.4
O=C(CCCc1cccs1)Nc1nc(-c2ccc(F)cc2)cs1	5.4	-4.9	0.3	-15.6	29.1	6.1	-15.8	12.2	2.7
COc1ccc(C)cc1NC(=O)C1CCCCN1S(=O)(=O)c1ccccc1 (stereo unspecified)	14.1	-3.9	0.4	7.3	2.6	21.9	-2.0	11.9	5.7
CCCCS(=O)CC(O)COCC (stereo unspecified)	7.3	-1.1	0.3	-2.0	6.7	-0.2	-3.4	13.1	6.6
NC(=O)C1=C[C@H](c2ccc(C(F)(F)F)cc2)C[C@H](OCc2ccc(CO)cc2)O1	7.1	1.6	-0.1	5.0	17.0	3.5	0.5	25.3	-5.5
CC(C)Cn1c(=O)c(C(=O)NCc2ccc3c(c2)OCO3)c(O)c2ccccc21	5.4	-1.7	1.1	12.7	-2.4	0.2	-2.5	7.7	3.0
CC(=O)c1cccc(S(=O)(=O)N2CCC(c3nc4ccccc4[nH]3)CC2)c1	1.2	-1.4	-0.1	2.5	-8.8	1.7	2.9	-7.9	-11.6
NCc1ccccc1CS(=O)(=O)N1CCOCC1	1.0	-0.8	-1.8	-3.1	13.6	1.3	7.8	13.3	13.8
O=C(CCC(=O)N/N=C/c1ccccc1O)NCc1ccccc1	-6.7	-4.7	-0.7	9.5	20.3	41.8*	-0.1	13.4	-12.6
CCC(C)(C)NC(=O)C(c1ccccc1)N(Cc1cccnc1)C(=O)c1csnn1 (stereo unspecified)	-0.2	-1.8	-2.7	5.8	-6.5	4.9	-3.7	25.2	16.3
O=C1CC(=Nc2ccccc2)NN1c1ccccc1	3.3	-3.2	3.6	-0.3	14.8	4.8	-4.8	-6.9	12.1
O=c1cc(NS(=O)(=O)c2ccccc2)nc(SCc2ccc(Cl)cc2)[nH]1	-2.5	-0.6	0.2	-0.2	-14.5	-0.5	-5.1	18.1	9.9
O=C(CN(Cc1ccccc1)C(=O)CCC(=O)Nc1ccccn1)NCCc1ccccc1	3.4	-2.5	-0.2	0.1	-3.0	18.8	-2.5	-2.6	2.9
Cc1nn(CC(=O)N2CCN(c3ccccc3)CC2)c(=O)c2ccccc12	6.9	1.8	4.7	0.4	-12.0	0.5	0.3	13.4	29.2
CC(=O)c1cccc(-c2ccc3c(c2)C(C)(Cc2ccc(S(C)(=O)=O)cc2)C(=O)N3)c1 (stereo unspecified)	-0.9	-1.2	/	-4.7	11.4	3.5	-3.0	-0.7	/
CN1CCN(C(=S)c2cn(Cc3ccc(Br)cc3)c3ccccc23)CC1	15.6	4.4	1.1	0.0	2.1	3.5	2.6	18.4	-7.9
CN[C@H]1C[C@H]2c3[nH]c4ccc(-c5cccc(C)c5)cc4c3CCN2C[C@H]1[C@H](C)O	5.1	2.6	6.3	-2.9	11.7	2.0	-4.3	19.9	-3.2
